TMEM16A act: TMEM16A chloride channel activators or potentiators, primary screen, cell-based, HTS. Anoctamin-1 (Mus musculus), Q8BHY3. HEK293 TMEM16A/YFP-H148Q/I152L, iodide quench fluorescence; stronger effect = lower value. B-score at 10 µM. actives 0.3% (n = 340,000). AID 623877, 2012;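 active = fluorescence-ratio B-score plate-corrected deviation score at least 3 library SD below zero, with starting fluorescence score within 5 deviations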;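 also: channel opened by trigger with iodide after compound preincubation; score built on the fluorescence ratio of max minus min over baseline; more negative score means more quench and so TMEM16A activation or potentiation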
HDAC3 inh: HDAC3 deacetylase inhibitors, primary screen, biochemical, fluorescence, cell-free homogeneous; actives 0.15% (n = 320,000); AID 2718, 2010; inhibition, % at 8.3 µM; recombinant HDAC3, fluorogenic peptide/trypsin coupled; in the data active = inhibition above about 26%, passing the limit was not always enough; inconclusive = no clear call, values can overlap the other calls
Target sequence (O15379 whole entry, looked up): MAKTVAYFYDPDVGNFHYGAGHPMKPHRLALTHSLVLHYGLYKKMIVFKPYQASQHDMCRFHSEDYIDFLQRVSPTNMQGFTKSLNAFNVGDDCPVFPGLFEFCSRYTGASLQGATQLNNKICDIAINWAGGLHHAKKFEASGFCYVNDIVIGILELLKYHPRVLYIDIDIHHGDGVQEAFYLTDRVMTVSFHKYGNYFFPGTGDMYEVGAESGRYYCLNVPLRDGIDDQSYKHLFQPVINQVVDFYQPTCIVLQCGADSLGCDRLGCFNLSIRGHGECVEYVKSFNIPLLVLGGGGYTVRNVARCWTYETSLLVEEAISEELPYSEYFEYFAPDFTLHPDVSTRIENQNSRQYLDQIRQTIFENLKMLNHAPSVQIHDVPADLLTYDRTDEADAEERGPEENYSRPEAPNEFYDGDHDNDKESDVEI
KCNK3 block: human KCNK3 channel inhibitors, primary screen, CHO cells, FluxOR thallium flux, B-score | Potassium channel subfamily K member 3 (Homo sapiens), O14649 | FluxOR fluorescence; stronger effect = lower value | B-score at 10 µM | actives 0.84% (n = 340,000) | AID 602410, 2012;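 active = B-score under library mean minus 4 SD, starting fluorescence ratio at most library mean plus 5 SD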;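 also: more negative B-score means stronger inhibition of thallium flux through KCNK3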
Target sequence (O14649 whole entry, looked up): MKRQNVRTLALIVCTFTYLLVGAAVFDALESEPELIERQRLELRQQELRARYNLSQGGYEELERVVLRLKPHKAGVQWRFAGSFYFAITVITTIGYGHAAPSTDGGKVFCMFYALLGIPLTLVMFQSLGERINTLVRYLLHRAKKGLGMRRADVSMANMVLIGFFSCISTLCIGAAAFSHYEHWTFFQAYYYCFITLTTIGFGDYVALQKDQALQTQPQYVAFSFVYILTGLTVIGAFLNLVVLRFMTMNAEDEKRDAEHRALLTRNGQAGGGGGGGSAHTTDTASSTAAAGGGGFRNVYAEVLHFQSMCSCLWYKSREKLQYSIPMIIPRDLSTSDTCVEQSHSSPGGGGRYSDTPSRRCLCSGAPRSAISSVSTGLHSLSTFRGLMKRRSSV
TMEM16A inh: TMEM16A chloride channel inhibitors, primary screen, cell-based, HTS; HEK293 TMEM16A/YFP iodide influx fluorescence, ionomycin; normalized B-score (activity score, 25-100; higher = stronger inhibition) at 10 µM; actives 1.2% (n = 310,000); AID 588511, 2011;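 active = ratio plate-corrected score three or more library SD toward inhibition, starting fluorescence score within five deviations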;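 also: score derived from kinetic fluorescence span divided by baseline fluorescence per well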
Active calls of the source: *; i = inactive; ? = inconclusive. A portion of the library; the hit share may differ from the screen's.

Values run as follows: TMEM16A act, HDAC3 inh, KCNK3 block, TMEM16A inh
C#CCOCCOCCOCCNc1nc(N2CCN(C(=O)CCCCCCCCCCNC(=O)Cn3cc(CCCCCN)nn3)CC2)nc(N2CCN(C(=O)CCCCCCCCCCNC(=O)[C@H]([C@@H](C)CC)n3cc(CCCCN=C(N)N)nn3)CC2)n1
  -21*, ?, i, i
C/C(=N\NC(=O)c1ccccc1)c1cc2cc([N+](=O)[O-])ccc2oc1=O
  i, 4, i, i
COc1cc(CNc2ccc(N3CCCC3)cc2)ccc1OCc1ccccc1F
  i, -6, i, i
COc1ccc(C2C(C(=O)NCc3cccnc3)c3ccccc3C(=O)N2C)cc1OC (stereo not drawn)
  i, -6, i, i
CCCN1C(=O)C2(/C(=C(\O)c3ccc4c(c3)OCCO4)C(=O)C(=O)N2CCCOC)c2ccccc21 (stereo not drawn)
  i, 8, i, i
CCOC(=O)c1cc(-c2ccccc2C)nn1Cc1cc(CC)no1
  i, 3, i, i
Cn1c(N2CCOCC2)nc2c1c(=O)n(Cc1ccc(Cl)c(Cl)c1)c(=O)n2C
  i, 1, i, i
COc1ccc(CNC(=O)C2CCN(C(=O)N3CCOc4ccc(C)cc43)CC2)cc1
  i, -1, i, i
CC(C)CCn1c(C(C)O)nc2ccccc21 (stereo not drawn)
  i, 9, i, i
C#CCOCCOCCOCCNc1nc(N2CCN(C(=O)CCCCCCCCCCNC(=O)[C@H](CCCCN)n3cc(C)nn3)CC2)nc(N2CCN(C(=O)CCCCCCCCCCNC(=O)[C@@H]([C@H](C)CC)n3cc(CCCCCN)nn3)CC2)n1
  -18*, 31*, i, 25*
COc1ccccc1N1CCN(C(=O)C(NS(=O)(=O)c2cccs2)c2ccccc2)CC1 (stereo not drawn)
  i, -9, i, i
C#CCOCCOCCOCCNc1nc(N2CCN(C(=O)CCCCCCCCCCNC(=O)[C@@H]([C@H](C)O)n3cc(C)nn3)CC2)nc(N2CCN(C(=O)CCCCCCCCCCNC(=O)[C@@H]([C@H](C)O)n3cc(C)nn3)CC2)n1
  i, 5, i, i
CCOC(=O)C(CCCOc1ccccc1C)C(=O)OCC
  i, 6, i, i
Cc1cc(Cn2nc(C(=O)NCc3cccs3)cc2-c2ccccc2)on1
  i, 1, i, i
NC(=O)c1cc([N+](=O)[O-])c(Cl)cc1NCc1ccccn1
  i, -2, i, i
Cc1noc(C)c1COC(=O)c1cc(=O)[nH]c2ccccc12
  i, -1, i, i
C=C(Cl)COc1ccc2c(CC)cc(=O)oc2c1
  i, -7, i, i
COC(=O)c1cccc(NC(=O)CSc2ncn[nH]2)c1
  i, -2, i, i
COc1ccc(Br)cc1/C=C/C(=O)c1ccc(NC(C)=O)cc1
  i, 0, i, i
CCc1ccc(-c2nc(-c3ccncc3)no2)cc1
  i, -3, i, i
COc1ccc(NC(=O)C2CCN(C(=O)c3ccccc3)CC2)c(OC)c1
  i, 8, i, i
CN1CCc2nc3sc(C(=O)C45CC6CC(CC(C6)C4)C5)c(N)c3cc2C1
  i, 5, i, i
C=C1CCN([C@H](C(=O)NCc2ccc(Cl)cc2)C(C)C)S(=O)(=O)c2ccccc21
  i, -4, i, i
Nc1ncnc2c1ncn2[C@H]1C[C@H](O)[C@@H](CO)O1
  i, 2, i, i
CCC(C)NC(=O)Cn1nc([N+](=O)[O-])c(Cl)c1C (stereo not drawn)
  i, 11, i, i
O=C(NC1CCCC1)C(c1ccccc1)N(C(=O)c1ccno1)c1ccccc1 (stereo not drawn)
  i, 2, i, i
CC(=O)c1c(C)nn(CC(O)Cn2c3c(c4cc(C)ccc42)CCCC3=O)c1C (stereo not drawn)
  i, -14, i, i
CCc1nc(N2CCN(C(=O)c3ccccc3)CC2)c(C#N)c2c1COC(C)(C)C2
  i, -5, i, i
C/C(=C(/CCO)SSCC1CCCO1)N(C=O)Cc1cnc(C)nc1N (stereo not drawn)
  i, 2, i, i
Cc1cc(CNC(=O)[C@H](C)[C@@H]2C[C@@]2(C)[C@@H](NC(=O)OCc2ccccc2)c2ccccc2)nn1C
  i, 2, i, i

Arranged by SMILES length (rising): six of the compounds above
Values run as follows: TMEM16A act, HDAC3 inh, KCNK3 block, TMEM16A inh
CC(C)CCn1c(C(C)O)nc2ccccc21 (stereo not drawn)
  i, 9, i, i
C=C(Cl)COc1ccc2c(CC)cc(=O)oc2c1
  i, -7, i, i
NC(=O)c1cc([N+](=O)[O-])c(Cl)cc1NCc1ccccn1
  i, -2, i, i
O=C(NC1CCCC1)C(c1ccccc1)N(C(=O)c1ccno1)c1ccccc1 (stereo not drawn)
  i, 2, i, i
CN1CCc2nc3sc(C(=O)C45CC6CC(CC(C6)C4)C5)c(N)c3cc2C1
  i, 5, i, i
C#CCOCCOCCOCCNc1nc(N2CCN(C(=O)CCCCCCCCCCNC(=O)[C@H](CCCCN)n3cc(C)nn3)CC2)nc(N2CCN(C(=O)CCCCCCCCCCNC(=O)[C@@H]([C@H](C)CC)n3cc(CCCCCN)nn3)CC2)n1
  -18*, 31*, i, 25*

Additional results.
Values run as follows: TMEM16A act, HDAC3 inh, KCNK3 block, TMEM16A inh
COc1ccc(C(=O)c2sc(NC(C)C)nc2N)cc1OC
  i, 7, i, i
N#CC(C#N)=C1C=CC=CN1/C(=C\c1ccco1)C(=O)c1ccc(-c2ccccc2)cc1
  i, -8, i, i
Cc1cccc(-n2c(Cc3cc(=O)[nH]c(=O)[nH]3)nnc2SCC(=O)NCC2CCCO2)c1 (stereo not drawn)
  i, 1, i, i
CCN(CC)CCC(c1ccc(N(C)C)cc1)c1c(OC)cc(OC)c2c(-c3ccccc3)cc(=O)oc12 (stereo not drawn)
  i, 2, i, i
CCc1nc(SCc2ccc(F)cc2)[nH]c(=O)c1C#N
  i, 0, i, i
CC1C/C(=C\c2cccnc2)C(=O)/C(=C/c2cccnc2)C1 (stereo not drawn)
  i, 5, i, i
CN(C)c1ccc([C@@H]2[C@@H]([N+](=O)[O-])[C@H]3C=Cc4ccccc4N3[C@H]2C(=O)c2ccc(Cl)cc2)cc1
  i, 6, i, i
O=C(COc1ccccc1)Nc1ccc(Cl)c(-c2nc3ncccc3o2)c1
  i, 2, i, i
CCCCCCCN1CCN=C1Nc1ccccc1
  i, -1, i, i
CN(C)S(=O)(=O)c1cccc(-n2sc3ccccc3c2=O)c1
  i, 0, i, i
Cc1c(OC(=O)CNC(=O)OC(C)(C)C)ccc2c3c(c(=O)oc12)CCC3
  i, 2, i, i
CCOc1ccc(CNc2ccc3c(c2)nc(C)n3C)cc1
  i, -18, i, i
CCSc1ccccc1C(=O)n1nnc2ccccc21
  i, 10, i, i
CCC1CCCCN1S(=O)(=O)c1ccc(C(=O)Nc2nnc(-c3cccs3)o2)cc1 (stereo not drawn)
  i, -6, i, 25*
CCC(CC)n1[nH]c(=O)c2c(C)cc(C)nc21
  i, 3, i, i
CCc1ccc([C@@H]2CC=C(C(=O)O)[C@H](c3ccccc3)N2S(=O)(=O)c2ccc(C)cc2)cc1
  i, 7, i, i
CS(=O)(=O)N(Cc1nc(-c2ccc(F)cc2)no1)c1ccccc1Cl
  i, 5, i, i
COC(=O)c1cccc(NC(=O)c2cccc(OC)c2)c1
  i, 6, i, i
O=C(CSc1nc2c(cnn2-c2ccc(F)cc2)c(=O)[nH]1)N1CCOCC1
  i, 1, i, i
CCOC(=O)c1oc2ccc(Br)cc2c1NC(=O)CN1CCN(C)CC1
  i, -15, i, i
Cc1cccc(CCN2CCN=C2N(C)C)c1
  i, 3, i, i
COc1ccc(NC(=O)C2CCCN2S(=O)(=O)c2ccc3c(c2)CCC(=O)N3)cc1Cl (stereo not drawn)
  i, 3, i, i
Cc1ccc(S(=O)(=O)N2[C@@H](c3cccc(Cl)c3)C(C(=O)O)=CC[C@H]2c2cccc(Cl)c2)cc1
  i, 5, i, 100*
COc1cc2c(cc1OC)C1=NC(=O)CN1C(SCc1ccccc1)=N2
  i, -13, i, i
N#C/C(=C\c1ccc(Sc2ccc(Cl)cc2)o1)c1nc2ccccc2[nH]1
  i, 5, i, i
CCCn1c(SCC(=O)N2CCCc3ccccc32)nc2c1c(=O)n(C)c(=O)n2C
  i, -2, i, i
Cc1ccc(S(=O)(=O)N2[C@@H](c3cccc(Cl)c3)C(C(=O)O)=CC[C@H]2c2ccc(Cl)cc2)cc1
  i, 2, i, 100*
CCn1c(=N)c(C(=O)NCCCOC)cc2c(=O)n3cccc(C)c3nc21
  i, 2, i, i
CC1=C/C(=N\OS(=O)(=O)c2ccccc2)C(C(C)C)=CC1=O
  -5*, 3, i, i
COc1ccc(-c2cn(Cc3ccc(C(N)=O)cc3)c(-c3ccc(Cl)nc3)n2)cc1
  i, 0, i, i

One compound at a time (already shown). Screens in order: TMEM16A act | HDAC3 inh | KCNK3 block | TMEM16A inh
CN(C)S(=O)(=O)c1cccc(-n2sc3ccccc3c2=O)c1 across the screens: i | 0 | i | i
Cn1c(N2CCOCC2)nc2c1c(=O)n(Cc1ccc(Cl)c(Cl)c1)c(=O)n2C across the screens: i | 1 | i | i

(further entries)
Values run as follows: TMEM16A act, HDAC3 inh, KCNK3 block, TMEM16A inh
Cc1cccc(-c2cc3nc4c(c(N5CCC6(CC5)OCCO6)n3n2)CCCC4)c1
  i, 6, i, i
O=C(O)C1C2C=CC(C2)C1C(=O)Nc1ccc(C(=O)N2CCCCC2)cc1 (stereo not drawn)
  i, 6, i, i
C#CCOCCOCCOCCNc1nc(N2CCN(C(=O)CCCCCCCCCCNC(=O)[C@H](CCCCN)n3cc(CCO)nn3)CC2)nc(N2CCN(C(=O)CCCCCCCCCCNC(=O)[C@H](CCCCN)n3cc(CCCC(=O)O)nn3)CC2)n1
  i, 13, i, i
Cc1ccc(C)c(NS(=O)(=O)c2ccc3c(c2)Cc2cc(S(=O)(=O)Nc4cc(C)ccc4C)ccc2-3)c1
  i, 4, i, i
C#CCOCCOCCOCCNc1nc(N2CCN(C(=O)CCCCCCCCCCNC(=O)Cn3cc(CCCCCN)nn3)CC2)nc(N2CCN(C(=O)CCCCCCCCCCNC(=O)Cn3cc(C[C@@H](C)O)nn3)CC2)n1
  i, 17, i, i
COc1ccc(C(=O)N2CCCC(c3ccccc3)C2)cc1 (stereo not drawn)
  i, -4, i, i
CC(=O)N[C@@H](Cc1c[nH]c2ccccc12)C(=O)OCc1cc(C(F)(F)F)cc(C(F)(F)F)c1
  i, 2, i, i
CCOC(=O)[C@H]1[C@H]2COc3ccccc3[C@@H]2N2C(=O)c3cc(F)c(F)cc3NC(=O)[C@@]12C
  i, -1, i, i
CC(C)CCCN1C(N(C)C)=NC[C@@H]1Cc1ccccc1
  i, ?, i, i
CCOC(=O)C1CCCN(C(=O)c2cn(C)c3ccc(S(=O)(=O)N(C)C)cc3c2=O)C1 (stereo not drawn)
  i, 2, i, i
CCOC(=O)[C@H]1[C@H]2COc3ccccc3[C@@H]2N2C(=O)c3cc(F)ccc3NC(=O)[C@@]12C
  i, -1, i, i
CCn1nccc1C(=O)Nc1nccs1
  i, -1, i, i
Cn1c(=O)[nH]c(=O)c2c1nc(SCCN1CCCCC1)n2CCCc1ccccc1
  i, 13, i, i
Cc1nc2nc(Cc3ccccc3)[nH]n2c(=O)c1Cc1ccccc1
  i, 3, i, i
Cc1c[nH]c2ccccc12
  i, 5, i, i
CN(CCc1ccccn1)c1ncnc2[nH]ncc12
  i, -9, i, i
O=C(CSc1nc2c(c(=O)n1-c1ccc(Cl)cc1)SCC2)Nc1ccc2c(c1)OCCO2
  i, 10, i, i
CCOC(=O)C(C)Sc1nnc(NC(=O)c2ccc(C)c([N+](=O)[O-])c2)s1 (stereo not drawn)
  i, 5, i, i
CCOc1ccc(NC(=O)CN2CCN(CC(=O)Nc3cc(OC)cc(OC)c3)CC2)cc1
  i, -5, i, i
Fc1ccc(CN2CCCCCCC2)c(F)c1
  i, 7, i, i
O=c1[nH]c2ccc(Cl)cc2c(-c2ccccc2)c1CN1CCOCC1
  i, 0, i, i
COc1ccc2c(c1)OC[C@H]1[C@H]2N2C(=O)c3cc(Cl)ccc3NC(=O)[C@@]2(C)[C@H]1c1ccccc1
  i, -1, i, i
CCOC(=O)N1CCC(N2Cc3cccc(C(=O)NCC4CCN(CC(C)C)C4)c3C2=O)CC1 (stereo not drawn)
  i, -1, i, 100*
O=C(O)c1ccccc1OCCOCCOc1ccccc1C(=O)O
  i, 0, i, i
COc1ccc(S(=O)(=O)CCC(=O)N2CC(=O)N(CCc3ccccc3)C(=O)C2)cc1
  i, 3, i, i
CC1(C)C(C=C(Cl)Cl)C1C(=O)OCc1cccc(Oc2ccccc2)c1 (stereo not drawn)
  i, 9, i, i
Cc1cc(C)c2c(c1)[C@@H]1C=CC[C@@H]1[C@H](c1ccc(S(=O)(=O)N3CCOCC3)cc1)N2
  i, 2, i, i
Cc1cc(Cl)c(S(=O)(=O)NCC2CCCO2)cc1OCC(N)=O (stereo not drawn)
  i, 4, i, i
COCCn1c(SCc2ccc(C(=O)OC)o2)nc2ccccc2c1=O
  i, 1, i, i

Source: PubChem BioAssay (several laboratories)
